# From PubChem BioAssay
# MITF primary: human MITF inhibition, primary screen; AlphaScreen MITF homodimerization, bead proximity signal; inhibition, % at 2.6 µM; 0.91% of 650,000 active; in the data active means inhibition above about 50%;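 further: 0% = vehicle wells with protein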
# Target sequence (O75030 whole entry, looked up): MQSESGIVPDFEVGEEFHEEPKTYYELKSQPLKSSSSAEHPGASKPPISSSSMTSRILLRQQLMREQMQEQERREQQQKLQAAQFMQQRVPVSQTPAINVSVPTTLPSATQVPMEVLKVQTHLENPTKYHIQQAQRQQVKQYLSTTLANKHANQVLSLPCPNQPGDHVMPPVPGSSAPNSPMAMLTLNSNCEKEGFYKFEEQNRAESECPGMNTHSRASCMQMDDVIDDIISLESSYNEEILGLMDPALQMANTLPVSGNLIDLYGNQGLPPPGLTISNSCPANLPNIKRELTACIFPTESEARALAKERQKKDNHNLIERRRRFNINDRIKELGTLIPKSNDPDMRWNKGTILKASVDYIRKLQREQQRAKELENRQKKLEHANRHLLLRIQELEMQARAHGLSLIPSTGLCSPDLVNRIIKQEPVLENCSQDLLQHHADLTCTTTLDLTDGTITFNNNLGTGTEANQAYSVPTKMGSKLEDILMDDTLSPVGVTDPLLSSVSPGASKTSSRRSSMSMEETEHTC
# GPR151 activ: activators of human GPR151 | activation, % at 11.2 µM | PathHunter beta-arrestin GPR151 cells, luminescence | Q8TDV0 | 1% of 650,000 active | AID 1508602; in the data active means activation above about 4.9%;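 further: 0% = median of compound wells and 100% = cells with positive control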
# Target sequence (Q8TDV0 whole entry, looked up): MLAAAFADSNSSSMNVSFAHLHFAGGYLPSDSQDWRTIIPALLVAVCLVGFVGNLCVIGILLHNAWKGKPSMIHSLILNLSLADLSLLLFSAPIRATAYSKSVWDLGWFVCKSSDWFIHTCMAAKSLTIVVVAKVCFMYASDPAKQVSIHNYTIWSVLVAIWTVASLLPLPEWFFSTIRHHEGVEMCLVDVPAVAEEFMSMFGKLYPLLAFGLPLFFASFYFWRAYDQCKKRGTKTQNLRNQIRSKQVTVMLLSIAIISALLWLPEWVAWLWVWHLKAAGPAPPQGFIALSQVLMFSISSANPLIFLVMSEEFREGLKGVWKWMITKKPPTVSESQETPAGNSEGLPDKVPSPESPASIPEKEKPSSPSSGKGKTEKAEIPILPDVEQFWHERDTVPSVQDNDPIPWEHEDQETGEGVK
# FBW7 activator: activators of human E3 ligase FBW7 | Q969H0 | AlphaScreen FBW7–phospho-cyclin E peptide binding, activator screen | normalized activity (activation), % at 26.1 µM | 0.13% of 650,000 active; in the data active means normalized activity above about 1.9%;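 further: purified mutant Fbw7 with reduced substrate affinity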
# TEAD-YAP inh: TEAD-YAP interaction inhibition; 1.4% of 640,000 active; AID 1259422; inhibition, % at 9.12 µM; HEK-TIYL cells, TEAD-Gal4/YAP UAS-luciferase luminescence; in the data active means inhibition above about 32%;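 further: 0% = median of test compound wells and 100% = reference inhibitor wells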
# * marks the source's active call; other numbers are inactive results; & = joins results of further samples.
Molecule	MITF primary	GPR151 activ	FBW7 activator	TEAD-YAP inh
CCCCN(C)CCNC(=O)CCNC(=O)Cn1ccc2ccccc2c1=O	9	-0.1	0.5	-15
CC(=O)Nc1ccc(C(=O)Nc2ccc(S(=O)(=O)Nc3nccs3)cc2)cc1	8	-0.2	0.1	-5
CC(C)[C@H](NS(=O)(=O)c1ccc2c(c1)OCCO2)C(=O)Nc1nccs1	-4	-1.3	0.0	0
COP(=O)(OC)c1nc(-c2ccccc2)oc1NCc1ccc(C)cc1	4	-0.1	-0.2	-11
O=C(c1nc2ccccn2c1CNCCCCN1CCCCCC1)N1CCOCC1	-12	0.2	-0.1	1
CCNC(=S)NS(=O)(=O)c1ccc(Cl)cc1	-4	1.1	-0.2	-1
CCc1nccn1CCC(=O)N1CCOc2ccc(CN3CCCC(CO)C3)cc2C1 (stereo not given)	9	-1.3	0.1	-7
Cc1ccc(C(C)C)c(OCCNC(=O)c2ccc(I)cc2)c1	15	-0.8	0.9	0
CCOCCCNC(=O)C1CCCN1C(=O)Nc1ccccc1OCC (stereo not given)	11	-0.7	0.2	14
COc1ccc(-c2nnc(SCC(=O)Nc3cc(C)on3)nc2-c2ccc(OC)c(OC)c2)cc1OC	6	-1.5	0.0	-6

# Some of the entries so far, as labelled records:
Cc1ccc(C(C)C)c(OCCNC(=O)c2ccc(I)cc2)c1
  MITF primary: 15 | GPR151 activ: -0.8 | FBW7 activator: 0.9 | TEAD-YAP inh: 0
CCOCCCNC(=O)C1CCCN1C(=O)Nc1ccccc1OCC (stereo not given)
  MITF primary: 11 | GPR151 activ: -0.7 | FBW7 activator: 0.2 | TEAD-YAP inh: 14
COP(=O)(OC)c1nc(-c2ccccc2)oc1NCc1ccc(C)cc1
  MITF primary: 4 | GPR151 activ: -0.1 | FBW7 activator: -0.2 | TEAD-YAP inh: -11
COc1ccc(-c2nnc(SCC(=O)Nc3cc(C)on3)nc2-c2ccc(OC)c(OC)c2)cc1OC
  MITF primary: 6 | GPR151 activ: -1.5 | FBW7 activator: 0.0 | TEAD-YAP inh: -6

# Next structures follow:
Molecule	MITF primary	GPR151 activ	FBW7 activator	TEAD-YAP inh
Cc1ccc2nc(-c3cccc(NC(=O)c4cc(Br)ccc4Cl)c3)oc2c1	0	-0.8	0.2	7
O=C(CCc1ccccc1)Nc1nnc(-c2ccc(Cl)cc2Cl)s1	18	-0.3	0.0	8
CN1C(=O)C(=Cc2cnc(N(C)C)nc2)C(=O)N(C)C1=S	13	-0.8	0.3	10
O=C(OCC(=O)N1c2ccccc2Sc2ccccc21)c1cc2ccccc2o1	3	1.3	0.1	11
O=C(c1ccccc1F)N1CC[C@H]2[C@H](CCCN2C(=O)c2n[nH]c(=O)c3ccccc23)C1	7	0.0	0.0	2
CS(=O)(=O)N(CC(=O)Nc1ccc(Br)cc1F)Cc1ccc(Cl)cc1	0	-0.4	0.3	7
O=C(NCc1nc(-c2ccncc2)n[nH]1)Nc1ccccc1C(F)(F)F	-1	-1.0	-0.1	-5
CCOc1ccc2[nH]c(=O)c(CN(CCO)C(=O)c3cnccn3)cc2c1	15	0.0	-0.1	-4
O=C(Nc1nc(-c2ccccc2)cs1)c1ncn[nH]1	47	0.4	-1.1	-19
CCN(CC)C(=O)CSc1nnc(-c2ccccn2)n1-c1ccccc1OC	-3	-0.2	-0.2	1
O=C1CC2(CCCC2)CC(=O)N1CCNCC1COc2ccccc2O1 (stereo not given)	8&-5	-1.4&-0.3	0.1&-0.2	1
O=C1NC2(CCCCCC2)Oc2ccccc21	-3	-0.7	0.0	-2
CC1=C(C(=O)Nc2ccc(C)cc2)C(c2ccc3c4c(cccc24)CC3)NC(=O)N1 (stereo not given)	3	0.0	-0.2	-26
COC(=O)c1ccc(CN2CCC(N(Cc3ccco3)C(=O)c3cccnc3)CC2)cc1	-7	-0.2	0.0	-3
COCCn1nnnc1C(c1ccccc1F)N1CCN(C2CCCC2)CC1 (stereo not given)	19	-0.5	1.0	-4
CC(C)(C)NCC(O)CO/N=C(\c1ccncc1)c1ccc(Br)cc1 (stereo not given)	7	0.8	-0.2	14
O=C(NCc1nc2ccccc2[nH]1)c1cccc(N2CCCC2CO)n1 (stereo not given)	-3	-0.3	0.0	-1
O=C(O)CC(N=C1NS(=O)(=O)c2ccccc21)c1ccc(Cl)cc1 (stereo not given)	-5	-0.8	-0.2	-7
O=C(CCCn1c(=S)[nH]c2ccc(Br)cc2c1=O)NCCc1c[nH]c2ccccc12	-3	2.6	-0.1	-15
CCOC(=O)Cn1c(=O)c2c(nc3n(C4CCCCC4)c(C)c(C)n23)n(C)c1=O	-4	-0.7	0.1	0
COc1cccc(-c2cc(C(F)(F)F)n3ncc(C(=O)NCC(C)C)c3n2)c1	-2	2.7	0.0	6
COc1ccc(S(=O)(=O)N2CCN(Cc3ccccc3C(F)(F)F)CC2)cc1	-5	-1.5	-0.3	3
C=CCNc1nc(Cl)nc(Nc2ccc(OCC)cc2)n1	22	2.4	0.5	13
Cc1ccc(/C(O)=C2\C(=O)C(=O)N(CCN3CCOCC3)C2c2ccccc2)cc1 (stereo not given)	10	-1.4	0.1	5
Cc1sc(NC(=O)CCS(=O)(=O)c2ccc(Cl)cc2)c(C#N)c1C	11	5.2*	-0.1	2
COC(=O)c1c(NC(=O)CSCCO)sc(-c2ccccc2)c1C	-7	-0.5	-0.1	4
Nc1cccc(-c2nc3ncnc(NC4CCN(Cc5ccccc5)CC4)c3[nH]2)c1	-6	-0.8	-0.3	-7
Cc1cc(NC(=O)/C=C/c2ccccc2Cl)ccc1Br	-4	1.7	-0.1	-67
CN1CCN(C(=O)CN(C)S(=O)(=O)c2ccc(Cl)cc2)CC1	4	-1.4	0.5	4
CCc1ccc(NC(=O)c2cc(-c3ccc(Br)cc3)nc3ccccc23)cc1	-13	-0.2	0.4	-6
CCOc1cccc2sc(N3CCN(S(C)(=O)=O)CC3)nc12	-2	1.4	-0.1	-1
CCN1C(=O)C(C)(C)COc2cc(NS(=O)(=O)c3ccc(C)cc3)ccc21	-5	-1.0	0.0	18
Cc1cc(C(=O)NC2=NN(c3ccccc3)C(=O)C2)ccc1[N+](=O)[O-]	10	-2.0	0.2	19
O=C(NCCOc1ccccc1)c1ccnc(-c2ccc(C(=O)NC3CC3)cc2)c1	5	-1.6	0.1	8
CN1CCN(c2ccc3nnc(CCC(=O)Nc4ccccn4)n3n2)CC1	0	1.2	0.1	-7
COc1ccc(OCc2nc(-c3ccncc3)no2)cc1	13	0.1	0.7	-27
NC1CCN(C2CCCCC2)C1 (stereo not given)	14	0.9	0.5	13
Cc1ccc2nc(N3CCN(C4CCCCC4)CC3)c3nncn3c2c1	4	0.2	-0.3	26
COC(=O)N1CCN(CCc2ccccc2)CC1	4	1.4	-0.1	1
C=CCn1c(Oc2ccc(F)cc2)nc2c1c(=O)n(C)c(=O)n2C	6	0.4	-0.1	6
N#Cc1cccc(C(=O)N2CCN(C(=O)[C@@H]3C[C@H]3c3ccc(F)cc3)CC2)c1	8	1.4	-0.1	5
CCc1ccc(C2CC(c3cccc(OC)c3)n3ncnc3N2)cc1 (stereo not given)	0	-0.6	-0.1	-4
Cc1cccn2c(=O)c3cc(C#N)c(=O)n(CC4CCCO4)c3nc12 (stereo not given)	-5	3.5	-0.1	-3
CCn1c(=O)n(CC)c2cc(NC(=O)c3ccc(C)c([N+](=O)[O-])c3)c(Br)cc21	-1	-0.5	0.2	5
CN1C(=O)C(C)(C)c2cc(S(=O)(=O)N(C)CC(=O)N3CCOCC3)ccc21	13	0.4	0.4	5
CN(CCCCN1CCOCC1)C(=O)CCc1nnc(CCCCc2ccccc2)o1	15	0.7	0.1	4
O=C(NCc1ccccc1)/C(=C\c1ccco1)NC(=O)c1ccco1	15	-0.7	1.2	2
Cc1ccc(O)c(N2C(=O)c3ccc(C(=O)c4cccc([N+](=O)[O-])c4)cc3C2=O)c1	8	0.2	0.1	-1
Cc1cccc(C(=O)NCCc2ccc(S(N)(=O)=O)cc2)c1C	-7	0.1	-0.1	3
Cc1cc(C=Nc2ccc(Br)cc2)c(C)n1C	16	1.1	0.0	-1

# (more compounds)
Molecule	MITF primary	GPR151 activ	FBW7 activator	TEAD-YAP inh
COc1ccc(-c2nc(-c3ccc(F)cc3)c(-c3ccc(F)cc3)[nH]2)cc1OC	11	-0.1	0.0	-6
COCCNCC(=O)Nc1ccc(S(=O)(=O)N2CCCC2)cc1	20	-0.4	-0.1	-4
O=S(=O)(c1ccc(Br)s1)N(Cc1ccsc1)Cc1ccco1	1	0.2	0.2	-10
O=C(Oc1ccc(C2Oc3ccccc3C3CC(c4ccc(Cl)cc4)=NN32)cc1)c1ccccc1 (stereo not given)	3	4.3	-0.1	-31
C/C(=N/NC(=O)COc1ccc(C)cc1C)c1ccc(F)cc1	4	-0.4	0.0	9
COc1ccc(CCNC(=O)c2csc(-c3cccs3)n2)cc1	18	-0.1	0.6	-3
O=C(Nc1nnc(-c2ccc(Br)cc2)s1)C1CC1	-3	-1.5	0.1	9
O=C(COc1ccc(Cl)cc1)N1CCN(Cc2ccc3c(c2)OCO3)CC1	-8&25	-1.7&-0.3	-0.1&0.1	7
Cc1ccc(-c2noc(COc3ccc(C(C)(C)C)cc3)n2)cc1	7	-0.1	0.1	12
CC(C)c1ccc(-c2c(NC3CCCC3)c(=O)c2=O)cc1	-2	-0.7	0.0	-6

# A different layout for 4 compounds above:
COCCNCC(=O)Nc1ccc(S(=O)(=O)N2CCCC2)cc1
  MITF primary: 20
  GPR151 activ: -0.4
  FBW7 activator: -0.1
  TEAD-YAP inh: -4
O=S(=O)(c1ccc(Br)s1)N(Cc1ccsc1)Cc1ccco1
  MITF primary: 1
  GPR151 activ: 0.2
  FBW7 activator: 0.2
  TEAD-YAP inh: -10
O=C(Oc1ccc(C2Oc3ccccc3C3CC(c4ccc(Cl)cc4)=NN32)cc1)c1ccccc1 (stereo not given)
  MITF primary: 3
  GPR151 activ: 4.3
  FBW7 activator: -0.1
  TEAD-YAP inh: -31
C/C(=N/NC(=O)COc1ccc(C)cc1C)c1ccc(F)cc1
  MITF primary: 4
  GPR151 activ: -0.4
  FBW7 activator: 0.0
  TEAD-YAP inh: 9

# Further results follow.
# Values run as follows: MITF primary, GPR151 activ, FBW7 activator, TEAD-YAP inh
- CCOC(=O)c1sc2nc(SCC(=O)C(C)(C)C)n(Cc3cccc(Cl)c3)c(=O)c2c1C
 : -2, 0.8, -0.1, 0
- CCCN(CC1CC1)C1CC(=O)N(c2ccc(OCC)cc2)C1=O (stereo not given)
 : -3, 2.6, -0.2, 7
- CC1(C)Cc2ccccc2C(N/N=C/c2ccccc2O)=N1
 : -1, -0.1, -0.1, -2
- Cc1ccc(COc2cn(CC(=O)NCc3ccc4c(c3)OCO4)c(C)cc2=O)cc1
 : 8, -1.1, 0.1, 11
- NCCCC[C@@H]1NC(=O)[C@H]2CN(C(=O)c3cccc4ccccc34)CCN2C1=O
 : 2, 2.7, 0.1, 6
- COc1ccc(-c2nc(CN3CCC(C(=O)NCCC(C)C)CC3)c(C)o2)cc1OC
 : -3, -0.9, -0.1, -7
- COc1cccc(Nc2nc(-c3cc4cc(Br)ccc4oc3=O)cs2)c1
 : 3, -1.2, 0.0, -6
- CCc1ccc2cc(-c3ccc(Cl)cc3)cn2c1
 : 7, 0.1, 0.4, -12
- CCn1c(C(=O)NCc2ccccn2)cc2oc3ccccc3c21
 : 3, 0.4, -0.1, -3
- Cc1ccc(NC(=O)C(C)n2c3ccccc3c3nc(=O)cc(C)n32)c(Cl)c1 (stereo not given)
 : -3, -0.5, -0.4, 0
- C=CC(=O)NC(C)(C)Cc1ccccc1
 : -6, 1.3, 0.2, -4
- Cc1ccc(NC(=O)CSC2=NS(=O)(=O)c3ccccc32)cc1
 : -17, -0.1, -0.2, 2
- Cc1c(C(=O)NCCCN2CCOCC2)sc2ncnc(N3CCN(c4ccccn4)CC3)c12
 : 5, -0.1, -0.1, 23
- O=c1oc2c(Cl)cc(Cl)cc2cc1-c1nc(-c2ccc(Oc3ccccc3)cc2)cs1
 : -2, -0.7, 0.0, 2
- O=[N+]([O-])c1ccc(Sc2nnc(-c3ccc(Cl)cc3)n2-c2ccccc2)nc1
 : 8, -0.1, 0.5, 4
- COc1ccc(NC(=O)CN(C)S(=O)(=O)c2ccc(Br)cc2)cc1OC
 : 9, 1.6, -0.2, 5
- COc1cccc(C2C3=C(CCCC3=O)Nc3nc(C(F)(F)F)nn32)c1OC (stereo not given)
 : 17, 1.3, 0.1, 9
- Nc1ncnc(N2CCCC2)c1[N+](=O)[O-]
 : 5, 2.7, -0.2, 33*
- O=C(NC1CCCCC1)c1nn(-c2ccc(Cl)cc2)c(=O)c2ccccc12
 : 0, -1.7, 0.1, -2
- N#C/C(=C\c1ccccc1)C(=O)OCC(=O)Nc1ccc(C(F)(F)F)cc1[N+](=O)[O-]
 : 0, 0.0, 0.0, 7
- CCCCC(=O)Nc1ccc(NC(=O)c2ccccc2)c(C)c1
 : -21, -0.7, 0.0, 4
- O=[N+]([O-])c1ccc(/C(=N/O)c2ccncc2)cc1
 : -17, -1.2, 0.0, 2
- COC(=O)C1=CN(C)C=C(C(=O)OC)C1c1ccc(OC)cc1
 : 13, -1.7, 0.1, 6
- CC(C)CCNC(=O)c1c(O)c2cccc3c2n(c1=O)CCC3
 : 1, -0.4, 0.1, -10
- O=C(OC(C(=O)c1ccccc1)c1ccccc1)c1ccc(Oc2c(Cl)cccc2[N+](=O)[O-])cc1 (stereo not given)
 : 22, 0.0, 0.2, -7
- O=C1NN=C(c2ccc(Cl)cc2)CC1c1c[nH]c2ccccc12 (stereo not given)
 : 12, 0.2, 0.0, 23
- COc1ccc(N=Cc2c(O)n(C)c(=S)n(C)c2=O)cc1
 : -7, 0.1, -0.2, -1
